High-throughput results: PubChem, The Scripps Research Institute Molecular Screening Center
LYPLA2 inh: counter-screen for PME1 inhibitors: inhibitors of human LYPLA2. 320,000 compounds, 0.38% hits. recombinant LYPLA2, FP-Rh probe fluorescence polarization. inhibition, % at 5.9 µM;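 active means inhibition above the screen-wide mean plus 3 SD, limit set per campaign, cut at about 26% in these data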;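 further: 0% = LYPLA2 with DMSO and 100% = wells lacking LYPLA2 enzyme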
PAFAH1B2 FP inh: PAFAH1B2 (human) inhibition. recombinant PAFAH1B2, FP-rhodamine activity probe, fluorescence polarization. inhibition, % at 3.39 µM. 340,000 compounds, 1.2% hits. AID 492953;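 active means inhibition above the mean of all tested compounds plus 3 SD, cut at about 24% in these data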;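 further: 0% = enzyme with DMSO and 100% = wells lacking PAFAH1B2; many of its hits are not listed in these tables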
PME-1 inh: PME-1 (human) inhibition; inhibition, % at 5.9 µM; Q9Y570; recombinant PME-1, FP-Rh probe fluorescence polarization; 320,000 compounds, 0.53% hits;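 active means inhibition above the campaign mean of all compounds plus 3 SD, cut at about 26% in these data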;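 further: competitive labeling of PME-1 active site by serine hydrolase directed probe; 0% = PME-1 with DMSO and 100% = wells lacking PME-1 enzyme; inhibitors block probe labeling so polarization falls and inhibition rises; many of its hits are not listed in these tables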
PAD4 FP inh: blocks human protein arginine deiminase 4 | Q9UM07 | recombinant PAD4, RCA probe fluorescence polarization | inhibition, % at 6.36 µM | 330,000 compounds, 0.41% hits;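 active means percent inhibition above a cutoff equal to the mean of all tested compounds plus 3 SD, cut at about 15% in these data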;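 further: 0% = PAD4 with RCA probe and DMSO and 100% = probe without PAD4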
PAFAH2 FP inh: PAFAH2 (human) inhibition | Q99487 | recombinant PAFAH2, FP-rhodamine activity probe, fluorescence polarization | inhibition, % at 3.39 µM | 340,000 compounds, 0.99% hits;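 active means inhibition above the mean over all tested compounds plus 3 SD, cut at about 30% in these data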;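 further: inhibitors block probe labeling of enzyme so polarization drops; 0% = enzyme with DMSO and 100% = wells lacking PAFAH2 protein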
LYPLA1 inh: LYPLA1 (human) inhibition in PME1 counter-screen; recombinant LYPLA1, FP-Rh probe fluorescence polarization; inhibition, % at 5.9 µM; 320,000 compounds, 0.16% hits;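 active means inhibition above the mean of all tested compounds plus 3 SD, set per campaign, cut at about 14% in these data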;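 further: inhibitors block serine hydrolase probe labeling of LYPLA1 so polarization falls; 0% = enzyme with DMSO and 100% = wells lacking LYPLA1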
PAFAH1B3 FP inh: inhibitors of human PAFAH1B3. Q15102. recombinant PAFAH1B3, FP-rhodamine probe, fluorescence polarization. inhibition, % at 3.39 µM. 340,000 compounds, 0.28% hits;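 active means inhibition above the screen-wide average of all tested compounds plus 3 SD, cut at about 25% in these data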;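 further: 0% = enzyme with DMSO only and 100% = wells lacking PAFAH1B3 protein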
pPAFAH FP inh: inhibitors of human plasma PAF acetylhydrolase (pPAFAH); Q13093; recombinant pPAFAH, FP-rhodamine probe fluorescence polarization; inhibition, % at 3.39 µM; 330,000 compounds, 1.5% hits;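 active means inhibition above the mean inhibition across the screen plus 3 SD, cut at about 25% in these data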;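 further: inhibitors block binding of the rhodamine activity-based probe so polarization drops; 0% = enzyme with DMSO and 100% = wells lacking pPAFAH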
GSTO1 inh: blocks human GSTO1 in RBBP9 counter-screen; inhibition, % at 5.96 µM; 300,000 compounds, 1.1% hits; AID 1974; recombinant GSTO1, activity-based probe fluorescence polarization; P78417;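 active means inhibition above the campaign mean inhibition plus 3 SD, cut at about 35% in these data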;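 further: 0% = GSTO1-1 with DMSO and 100% = wells lacking GSTO1-1 enzyme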
Numbers without * were called inactive; / = not tested or not shown. An excerpt; rates above refer to the full screens.

SMILES	LYPLA2 inh	PAFAH1B2 FP inh	PME-1 inh	PAD4 FP inh	PAFAH2 FP inh	LYPLA1 inh	PAFAH1B3 FP inh	pPAFAH FP inh	GSTO1 inh
O=C(C1CCC1)N1CCc2cc(S(=O)(=O)NCC3COc4ccccc4O3)ccc21 (configuration not stated)	6	3	6	-1	6	1	4	2	10
CC1=C(C(=O)Nc2ccc(Cl)cc2)C(c2cccs2)n2nnnc2N1 (configuration not stated)	-2	5	0	1	-11	-4	1	2	2
CCCCc1ccc(NC(=O)c2ccc(N(C)S(C)(=O)=O)cc2)cc1	4	1	6	-1	-141	2	5	1	-7
N#Cc1c(NC(=O)c2ccncc2)sc2c1CCC2	2	6	1	0	9	2	0	23	20
O=C(c1cc(-c2ccc(Cl)s2)nc2ccccc12)N1CCOCC1	-1	-3	1	-1	4	0	4	7	-13
Cc1cc(NS(=O)(=O)c2ccc(NC(=O)c3ccc(Br)o3)cc2)nc(C)n1	2	1	-5	-1	4	-2	7	2	-1
O=C1/C(=C/c2ccncc2)Cc2ccccc21	0	1	1	-1	-4	1	13	8	1
Cc1sc2nc(SCC(=O)N(C)Cc3ccccc3)n(-c3ccccc3)c(=O)c2c1C	-4	-2	-8	-4	-6	1	0	2	5
COc1ccc(CCNC(=O)CSc2nc(=O)n3cccc(C)c3n2)cc1OC	1	3	-3	4	1	0	1	4	10
COc1ccc(-c2noc(CN(C)Cc3ccccc3)n2)cc1	0	1	0	-1	-2	-1	-2	-2	8
O=C(COc1cccnc1[N+](=O)[O-])Nc1ccccc1Sc1ccccc1	2	7	-8	-4	8	1	2	3	5
COc1ccc(COC(=O)c2ccc3c(=O)n4c(nc3c2)CCC4)cc1F	6	/	3	4	/	-1	/	-3	11
COc1cccc2cc(C(=O)Nc3cc(Cl)ccc3N3CCOCC3)c(=O)oc12	-4	2	3	0	0	-1	2	-8	7
Cc1ccc(NC(=O)c2nc[nH]c2C(=O)NCCCCCCNC(=O)c2[nH]cnc2C(=O)Nc2ccc(C)cc2)cc1	/	-6	/	2	-2	/	-10	-1	/
CC(NC(=O)c1cc2cc(Br)ccc2oc1=N)c1ccccc1 (configuration not stated)	4	37*	2	1	9	2	2	7	-5
CCN(CC)C(=O)N1CCN(S(=O)(=O)c2ccc(C)cc2)CC1	-6	6	7	-2	5	-3	5	-1	4
COc1ccc(C(=O)OCCCOC(=O)c2ccc(OC)cc2OC)c(OC)c1	-5	3	3	0	-4	-3	-7	0	4
O=C(Nc1ccccc1)OC1CC2CC1C1CCCC21 (configuration not stated)	-5	2	-1	1	2	-3	8	3	-8
CCOC(=O)C1CCN(C(=O)COc2cccc3ccccc23)CC1	8	7	1	-1	-1	1	3	3	5
CN(Cc1c(C(=O)N(C)Cc2ccccc2)nc2ccccn12)CC1Cc2ccccc2O1 (configuration not stated)	6	3	6	-1	-5	-2	6	-2	3
CCC(=O)N(Cc1cc(=O)[nH]c2ccccc12)c1ccccc1OC	6	-3	-2	-6	-3	3	10	2	2
COc1ccc(C2=NOC(Cn3nc(C(=O)NCc4ccc(C)cc4)cc3-c3ccccc3)C2)cc1 (configuration not stated)	-3	-5	-13	1	-3	-6	-8	2	-5
CC(CNS(=O)(=O)c1ccc2c(c1)CC(=O)N2C)c1ccccc1 (configuration not stated)	-5	4	-4	5	-3	-2	-3	19	11
CC(=O)Nc1ccccc1C(=O)C(=O)Nc1cccc(C(=O)NCc2ccccc2)c1	-2	0	2	-2	3	2	3	2	3
COc1cccc2[nH]c(C(=O)NCc3ccccc3)cc12	7	5	8	0	-7	1	0	3	-7

Random excerpt: 7 records from the list
SMILES	LYPLA2 inh	PAFAH1B2 FP inh	PME-1 inh	PAD4 FP inh	PAFAH2 FP inh	LYPLA1 inh	PAFAH1B3 FP inh	pPAFAH FP inh	GSTO1 inh
CCCCc1ccc(NC(=O)c2ccc(N(C)S(C)(=O)=O)cc2)cc1	4	1	6	-1	-141	2	5	1	-7
CCC(=O)N(Cc1cc(=O)[nH]c2ccccc12)c1ccccc1OC	6	-3	-2	-6	-3	3	10	2	2
COc1ccc(-c2noc(CN(C)Cc3ccccc3)n2)cc1	0	1	0	-1	-2	-1	-2	-2	8
CN(Cc1c(C(=O)N(C)Cc2ccccc2)nc2ccccn12)CC1Cc2ccccc2O1 (configuration not stated)	6	3	6	-1	-5	-2	6	-2	3
O=C1/C(=C/c2ccncc2)Cc2ccccc21	0	1	1	-1	-4	1	13	8	1
O=C(Nc1ccccc1)OC1CC2CC1C1CCCC21 (configuration not stated)	-5	2	-1	1	2	-3	8	3	-8
COc1ccc(C2=NOC(Cn3nc(C(=O)NCc4ccc(C)cc4)cc3-c3ccccc3)C2)cc1 (configuration not stated)	-3	-5	-13	1	-3	-6	-8	2	-5

New compounds follow:
SMILES	LYPLA2 inh	PAFAH1B2 FP inh	PME-1 inh	PAD4 FP inh	PAFAH2 FP inh	LYPLA1 inh	PAFAH1B3 FP inh	pPAFAH FP inh	GSTO1 inh
CCc1ccccc1NC(=O)c1cc([N+](=O)[O-])ccc1N1CCOCC1	0	3	0	2	1	0	3	1	1
COC(=O)c1sc(-c2ccc(C(C)(C)C)cc2)cc1NC(=O)COCC(=O)O	-8	/	-14	-7	/	-9	/	28*	-1
Cc1noc(C)c1COc1ccc(CC(=O)NCCc2ccccc2)cc1	9	1	5	2	2	-1	1	-4	-10
CCCN(C(=O)COC(=O)CCOc1ccccc1C)c1c(N)n(Cc2ccccc2)c(=O)[nH]c1=O	-2	4	-1	-1	-1	1	4	5	-1
CC(Sc1n[nH]c(N)n1)C(=O)NC1CCCCC1C (configuration not stated)	2	2	-1	-2	0	-2	15	3	2
O=C(Cc1cccs1)N/N=C/C=C/c1ccccc1	0	1	3	-3	-1	1	6	0	-3
COCCN(C(=O)c1c(C)noc1C)c1c(N)n(CC(C)C)c(=O)[nH]c1=O	2	-1	2	2	-3	1	1	3	/
Cc1ccc(CNC(=O)C2CCC(=O)N(Cc3ccccc3F)C2)s1 (configuration not stated)	-8	1	0	2	2	-1	-2	0	-4
CCOc1ccc(NC(=O)CN2C(=O)C(C)SC(C)C2=O)cc1 (configuration not stated)	-3	2	3	4	-1	1	8	4	6
COc1ccc(Cl)cc1NC(=O)CN1CCN(S(=O)(=O)c2ccc(F)cc2)CC1	0	4	-5	-1	-10	0	-3	0	-4
COc1ccccc1N1CCN(S(=O)(=O)CCNC(=O)C23CC4CC(CC(C4)C2)C3)CC1	2	13	-3	3	13	3	5	5	-2
O=C(Nc1ccncc1)c1cccs1	4	6	-1	2	3	0	14	1	3
CN(C)c1nc(N)nc(-c2ccco2)n1	7	2	3	1	-4	0	6	1	20
O=c1ccc(-c2ccc([N+](=O)[O-])cc2)nn1-c1ccccc1	6	4	2	4	0	-1	-6	3	8
CNC(=O)C(=O)N/N=C/c1ccc(Br)cc1	6	4	8	2	-5	1	2	5	2
CCN(C#N)c1nc(NC(C)C)nc(NC(C)(C)C)n1	-3	4	10	-2	1	0	6	7	6
COc1ccccc1CNC(=O)Cn1ccsc1=N	8	-1	4	-4	-3	1	6	-4	-1
CCOc1cc(S(=O)(=O)Nc2ncn[nH]2)ccc1Br	0	0	-8	1	-6	0	1	-5	-2
O=C(CSc1ccccc1C(=O)NCc1ccccc1)NC12CC3CC(CC(C3)C1)C2	1	7	3	0	-8	-1	3	4	2
COc1ccc(CC(=O)Nn2c(-c3ccccc3)nc3ccccc3c2=O)cc1	0	6	-10	-2	3	0	-3	-3	-2
COCCCN1CC(=O)N2C(c3cccc(OC)c3)c3[nH]c4ccccc4c3C[C@H]2C1=O (some centres not stated)	5	3	2	0	-1	2	3	11	1
C(=N\Nc1nc(Nc2ccccc2)nc(Nc2ccccc2)n1)/c1ccncc1	-1	-6	-8	0	-25	-3	-17	6	-8
COc1ccc(NC(C)=O)cc1S(=O)(=O)Nc1ccc(S(=O)(=O)N2CCCCC2)cc1	/	8	/	1	-2	/	9	6	/
CCOC(=O)C1CCCN(C(=O)c2ccccc2NC(C)=O)C1 (configuration not stated)	-4	-2	0	0	-7	1	4	-4	1
CCC(=O)N1CCN(C(=O)c2ccccc2)CC1	-3	2	-2	-3	1	0	5	14	4
New compounds follow:
SMILES	LYPLA2 inh	PAFAH1B2 FP inh	PME-1 inh	PAD4 FP inh	PAFAH2 FP inh	LYPLA1 inh	PAFAH1B3 FP inh	pPAFAH FP inh	GSTO1 inh
N#Cc1ccc(N2C(=O)[C@@H]3C(C(=O)c4ccc5ccccc5n4)=NN[C@@H]3C2=O)cc1	3	5	-12	-1	-7	1	8	2	-6
COc1ccc(-n2nnnc2SCC(=O)NC2CC2)cc1	9	4	-1	5	2	2	-3	10	/
Cn1c(SCC(=O)N2CCN(C(=O)c3ccco3)CC2)nnc1-c1ccc(NS(C)(=O)=O)cc1	-5	-2	-5	-3	-2	0	4	4	3
CCOC(=O)Cc1csc(NC(=O)COc2ccc3c(C)cc(=O)oc3c2)n1	-3	1	18	-1	12	2	-2	5	-6
c1cc2c(cc1CN1CCOCC1)OCO2	-9	6	-1	0	9	-4	8	1	1
O=C(COc1cccc(Oc2ccccc2)c1)Nc1ncccn1	-6	5	-9	-6	0	3	2	-3	-4
COc1ccc(C(=O)N2CCc3ccccc32)cc1S(=O)(=O)N1CCOCC1	5	-1	2	-1	-1	5	-1	0	/
C=CCn1c(SCc2c(F)cccc2Cl)nnc1-c1ccco1	0	9	-4	0	6	-2	-2	4	-2
CCn1c(CC(=O)Nc2ccccc2)nnc1SCC(=O)Nc1nncs1	7	3	3	-1	-10	2	-1	3	2
CN(Cc1cccc(Cl)c1)C(=O)C1CCC(=O)N(C2CC2)C1 (configuration not stated)	7	4	3	-4	5	4	1	2	4
Cc1ccc(-c2nc3ncccc3o2)cc1NC(=O)c1ccco1	-3	7	4	0	5	-1	7	-2	2
CCOC(=O)C(NCc1ccccc1OC)(NC(=O)c1ccccc1)C(F)(F)F (configuration not stated)	3	-1	2	-2	7	2	-1	3	1
COc1ccc(C(CNC(=O)c2cccc(S(=O)(=O)N3CCCC(C)C3)c2)N(C)C)cc1 (configuration not stated)	8	1	2	7	0	2	1	0	/
